PPARg SRC2 recr: promotes SRC-2 coactivator recruitment by human PPARgamma; PPARgamma LBD-SRC-2 recruitment, biochemical; hit rate 0.34% among 200,000; activation, % at 8 µM; AID 1032; P37231; in the data active means activation above about 22%;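 further: 0% = vehicle and 100% = reference agonist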
Target sequence (P37231 whole entry, looked up, the tested form may be a part): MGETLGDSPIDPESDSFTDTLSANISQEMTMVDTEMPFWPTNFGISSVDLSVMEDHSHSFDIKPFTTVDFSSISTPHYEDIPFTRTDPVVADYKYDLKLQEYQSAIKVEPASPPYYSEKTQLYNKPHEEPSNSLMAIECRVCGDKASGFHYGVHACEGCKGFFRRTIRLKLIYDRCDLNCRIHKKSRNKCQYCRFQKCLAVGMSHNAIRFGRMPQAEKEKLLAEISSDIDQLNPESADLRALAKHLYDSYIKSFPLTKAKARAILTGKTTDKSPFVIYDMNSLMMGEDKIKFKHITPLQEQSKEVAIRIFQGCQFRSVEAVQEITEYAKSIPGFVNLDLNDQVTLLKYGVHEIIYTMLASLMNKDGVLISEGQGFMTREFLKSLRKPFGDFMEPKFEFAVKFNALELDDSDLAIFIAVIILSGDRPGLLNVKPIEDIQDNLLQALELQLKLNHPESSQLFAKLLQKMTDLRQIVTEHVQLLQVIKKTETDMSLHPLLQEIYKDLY
PPARg SRC-1 ag: promotes SRC-1 coactivator recruitment by human PPARgamma; PPARgamma-SRC-1 coactivator recruitment biochemical assay; activation, % at 8 µM; hit rate 0.41% among 200,000; in the data active means activation above about 19%;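 further: 0% = DMSO and 100% = reference agonist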
Diaphorase act: activates diaphorase or chemically reduces, flagging diaphorase assay artifacts; Diaphorase/resazurin coupled assay, resorufin fluorescence, 16 min; hits give high values; 1 = vehicle wells, 0 = NADH-free wells; activation factor at 20 µM; hit rate 0.005% among 190,000; AID 1229;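 active means diaphorase activity raised at least twofold by the compound at 20 µM; inactive means activation factor below 2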
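Assay system: bacterial diaphorase enzyme (C. kluyveri) / Input: enzyme 0.07 U/mL final / Medium: 50 mM HEPES pH 7.4 with 4.542 mM MgCl2, 0.005% Tween 20 / Doses: single compound dose of 20 µM, 1% DMSO final / Incubation: 16 min enzyme reaction, ambient temperature / Signal: fluorescence, excitation 544 nm and emission 590 nm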
PMI act: increases human mannose-6-phosphate isomerase activity; P34949; purified human PMI, coupled resazurin fluorescence, 20 min; hits give high values; 1 = vehicle control, 0 substrate-free wells; activation factor at 20 µM; hit rate 0.005% among 190,000; AID 1214;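 active means activation factor of 2 or more at 20 µM, relative to plate controls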
PMI act satM6P: activators of human phosphomannose isomerase at near-saturating mannose 6-phosphate; hit rate 0.34% among 190,000; activation factor at 20 µM; coupled PMI enzyme assay, resazurin fluorescence, 20 min; hits give high values; 1 = untreated enzyme, 0 = substrate-free blank;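 active means activation factor of 2 or more at 20 µM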
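Test system: human phosphomannose isomerase with PGI, G6PDH, diaphorase coupling enzymes; amount: 15 ng/mL PMI; incubation: enzyme reaction with compound 20 min at room temperature; technique: resorufin fluorescence (Ex 544/Em 590 nm) from resazurin via diaphorase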
TR-FRET SRC-2 ct: flags TR-FRET format artefacts in PPARgamma SRC-2 recruitment agonist screen. hit rate 0.4% among 200,000. TR-FRET ratio at 8 µM. TR-FRET artefact counter-screen; hits give high values; in the data active means TR-FRET ratio above about 2000; further: inactives centre near 1500
Diaph inh CS: diaphorase inhibition or chemical oxidation counter-screen. diaphorase resazurin-to-resorufin fluorescence, NADH, 16 min; bacterial (C. kluyveri) enzyme, not human. inhibition, % at 20 µM. hit rate 0.69% among 190,000. AID 1217;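 active means primary screen inhibition at 20 µM above a set limit, cut at about 50% in these data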;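 further: plate controls were DMSO with full reaction for no effect and wells lacking NADH for full effect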
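Benchmarks: positive control wells lacking NADH, neutral wells with DMSO only. System: bacterial diaphorase enzyme (C. kluyveri). Input: 0.14 U/mL diaphorase, enzyme working solution. Detection: resorufin fluorescence, excitation 544 nm, emission 590 nm. Times: 16-min room-temperature incubation before reading.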
ROMK mod: modulates human ROMK potassium channel activity; P48048; Tet-inducible ROMK, thallium flux fluorescence; actives lie on both sides; B-score at 10 µM; hit rate 2% among 130,000;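 active means signal ratio slope over the read window, or its plate-corrected B-score, at least 3 SD from the plate mean, either direction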;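 further: B-score of the F/F0 ratio slope over 7 to 12 s after thallium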
Target sequence (P48048 whole entry, looked up): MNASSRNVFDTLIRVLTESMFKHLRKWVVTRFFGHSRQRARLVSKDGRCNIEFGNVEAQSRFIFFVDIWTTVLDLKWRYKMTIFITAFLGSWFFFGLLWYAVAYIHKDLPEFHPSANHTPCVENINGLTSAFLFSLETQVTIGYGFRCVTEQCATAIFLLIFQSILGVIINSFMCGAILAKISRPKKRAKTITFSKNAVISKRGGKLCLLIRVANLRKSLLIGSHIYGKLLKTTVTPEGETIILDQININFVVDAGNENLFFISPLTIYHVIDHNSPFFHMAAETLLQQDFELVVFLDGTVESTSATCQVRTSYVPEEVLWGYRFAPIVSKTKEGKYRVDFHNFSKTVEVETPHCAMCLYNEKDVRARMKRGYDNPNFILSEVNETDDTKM
G6PDH counter: inhibits Leuconostoc G6PDH, flagging false hits in G6PDH-based assays; Purified L. mesenteroides G6PDH, diaphorase/resazurin coupled fluorescence, 45 min; hit rate 0.12% among 200,000; inhibition, % at 5 µM; in the data active means inhibition above about 50%
S1P3 antag: S1P3 (human) receptor antagonism; Q99500; CHO S1P3 NFAT-BLA reporter, FRET fluorescence, antagonist mode; inhibition, % at 4.98 µM; hit rate 0.27% among 170,000; AID 485;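 active means inhibition above the plate cutoff, the mean inhibition of test wells on that plate plus 3 SD, cut at about 28% in these data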;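 further: cells challenged with S1P at its EC80 of 0.8 µM; blue over green emission ratio from cleaved BLA substrate after 4 h stimulation; 0% = S1P-stimulated wells and 100% = unstimulated DMSO-only wells; some compounds past the cut are filed as inactive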
PPARg SRC-3 ag: promotes SRC-3 coactivator recruitment by human PPARgamma; P37231; biochemical PPARgamma/SRC-3 coactivator recruitment assay; activation, % at 8 µM; hit rate 0.26% among 200,000; in the data active means activation above about 23%;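 further: 0% = DMSO and 100% = reference agonist; some compounds past the cut are filed as inactive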
Starred values were filed as active, the others as inactive; / = no result given.

SMILES	PPARg SRC2 recr	PPARg SRC-1 ag	Diaphorase act	PMI act	PMI act satM6P	TR-FRET SRC-2 ct	Diaph inh CS	ROMK mod	G6PDH counter	S1P3 antag	PPARg SRC-3 ag
COc1ccc(/C(O)=C2/C(=O)C(=O)N(CCCN(C)C)C2c2ccc(Cl)cc2)cc1OC (centres undefined)	12	6	/	/	/	1653	/	-0.25	/	-2	5
CN(C(=O)CO/N=C/c1ccc(OC(F)F)cc1)C1CCS(=O)(=O)C1 (centres undefined)	11	4	1.1	1.1	1.2	1566	-6	-10*	9	-18	5
COc1ccc(C(=O)Nc2nc3ccccc3c(=O)[nH]2)cc1	9	1	1	1	1.1	1622	-1	1.2	1	/	10
O=C(NCc1ccco1)c1nc2ncccn2n1	4	3	0.9	0.9	1	1540	7	/	-5	16	-3
CCOC(=O)CN1C(=O)S/C(=C/c2cc(C)n(-c3ccccn3)c2C)C1=O	3	7	0.8	0.8	0.8	1515	22	-0.22	5	/	5
Cc1nnc(C)n1/N=C/c1cccc(Oc2ccccc2)c1	0	-1	1	1.1	1.1	1485	-1	/	8	-30	-8
O=C(NC(=S)Nc1cccc2cccnc12)c1ccccc1	4	1	0.9	0.9	0.9	1478	11	/	-3	/	9
O=C(NCc1ccco1)c1ccc(Oc2ccccc2)cc1	3	8	1	1.1	1.1	1361	-3	-1.3	-2	/	6
COc1ccc(/C=C/C(=O)NCc2nc3ccccc3[nH]2)cc1OC	-3	-1	1	1	0.9	1356	1	-0.0068	7	5	-1
Cc1ccccc1NS(=O)(=O)c1cc(C(=O)N2CCCC2)ccc1C	-1	-8	0.8	0.9	0.9	1360	17	/	-7	-3	6
COc1ccc(C(=O)CN2C(=O)NC3(CCCc4ccccc43)C2=O)cc1OC (centres undefined)	3	0	0.9	1	0.9	1263	14	0.021	-2	-56	-3
Cc1cc(C)nc(CCNC(=O)c2cc(COc3ccc(F)cc3F)on2)n1	4	6	0.9	1	1	1591	12	/	6	6	6

As entered above:
Reading for COc1ccc(C(=O)CN2C(=O)NC3(CCCc4ccccc43)C2=O)cc1OC (centres undefined) in PPARg SRC2 recr: 3
Reading for O=C(NCc1ccco1)c1ccc(Oc2ccccc2)cc1 in PPARg SRC-3 ag: 6

Just TR-FRET SRC-2 ct (4 entries from above):
SMILES	TR-FRET SRC-2 ct
O=C(NC(=S)Nc1cccc2cccnc12)c1ccccc1	1478
O=C(NCc1ccco1)c1nc2ncccn2n1	1540
COc1ccc(C(=O)Nc2nc3ccccc3c(=O)[nH]2)cc1	1622
COc1ccc(C(=O)CN2C(=O)NC3(CCCc4ccccc43)C2=O)cc1OC (centres undefined)	1263

The main list resumes, repeating the 2 entries before the break.
SMILES	PPARg SRC2 recr	PPARg SRC-1 ag	Diaphorase act	PMI act	PMI act satM6P	TR-FRET SRC-2 ct	Diaph inh CS	ROMK mod	G6PDH counter	S1P3 antag	PPARg SRC-3 ag
COc1ccc(C(=O)CN2C(=O)NC3(CCCc4ccccc43)C2=O)cc1OC (centres undefined)	3	0	0.9	1	0.9	1263	14	0.021	-2	-56	-3
Cc1cc(C)nc(CCNC(=O)c2cc(COc3ccc(F)cc3F)on2)n1	4	6	0.9	1	1	1591	12	/	6	6	6
CCc1cccc(C)c1NC(=S)N1CCCC1C(=O)O (centres undefined)	0	-1	1	1.1	1.1	1599	5	/	-3	-21	5
CCOC(=O)CCC(=O)OCC(=O)NC(C)C1CC2CCC1C2 (centres undefined)	-2	0	1	1	1.1	1514	-3	1.2	13	-7	-1
O=C(CCN1CCN(Cc2ccccc2)CC1)Nc1ccc(OCc2ccccc2)cc1	2	-1	0.9	0.9	0.9	1560	14	-1.9	4	/	-4
CN1CCN(C(=O)CCCOc2ccc(Cl)cc2Cl)CC1	2	2	1	1	1	1560	2	/	8	9	6
CCN(CC)C(=O)c1ccc2nc(-c3ccccc3)c(-c3ccccc3)nc2c1	3	2	0.8	0.9	0.9	1631	17	-0.38	7	-7	-2
CC1(C)CC(=O)C=C(NCCO)C1	2	-1	0.9	1	1	1747	14	-0.029	2	/	1
COC(=O)c1sccc1NC(=O)CSc1ccccc1NC(=O)CNC(C)C	11	-4	0.8	1	1	1863	20	0.059	4	-19	1
COc1ccc(Nc2nc(Cl)nc(NCc3ccco3)n2)cc1	5	2	0.9	0.9	0.9	1530	10	0.02	5	/	5
O=C(NCCc1ccccc1)C(=O)N/N=C/c1ccccc1C(F)(F)F	5	-3	1	1.1	1	1366	4	-0.1	-2	/	1
O=C(N/N=C/c1cccnc1)c1ccccc1[N+](=O)[O-]	-1	-9	0.9	1	1	1338	9	0.15	-6	-4	2
Cc1cc(C(=O)COC(=O)C2=NN(c3ccccc3)C(=O)CC2)c(C)n1CC(F)(F)F	-4	1	0.9	1	1.1	1657	7	0.94	4	14	3
c1ccc2c(CNCCN3CCOCC3)cccc2c1	5	-1	0.9	1.1	1	1552	6	/	2	15	5
COc1ccc(N/C=C\C(=O)c2ccc3c(c2)OCO3)cc1OC	0	0	0.9	0.9	0.8	1424	9	/	6	-2	-5
COc1ccc(/C=N/N=C2/NC(=O)C(CC(=O)O)S2)cc1OCc1ccc(Cl)cc1Cl (centres undefined)	-1	5	0.6	0.9	1	1478	38	/	-38	-2	-2
Clc1cccc(Cl)c1CNc1ccc(N2CCCC2)cc1	11	8	0.2	0.1	0.2	1864	76*	0.022	14	-13	11
O=C(O)C1CCCCC1C(=O)NCc1ccc2c(c1)OCO2 (centres undefined)	5	13	0.9	1	1	1593	10	-0.16	6	-4	8
CCOCCCNC(=O)CSc1nc2nc(C)c(Cc3ccccc3)c(C)n2n1	1	5	1	0.9	1	1595	2	0.36	-3	-4	-2
COC(=O)c1cc(COc2ccc3ccc(=O)oc3c2)c(C)o1	3	5	0.9	0.9	0.9	1492	9	/	1	-19	5
Cc1nnc2ccc(N3CCN(c4ccccn4)CC3)nn12	-5	5	1	1.1	1	1421	5	/	-7	-15	-8
O=C(Cn1cc(C(=O)c2ccco2)c2ccccc21)Nc1ccccc1	-4	-7	0.9	0.9	1	1518	12	-0.31	-2	/	-4
COc1ccc(CC(NC(C)=O)C(=O)NC2CCN(C(=O)C3CC3)CC2)cc1OC (centres undefined)	-1	-2	0.8	0.9	1	1519	16	0.39	8	2	-2
CCOC(=O)N1CCN(C(=O)c2ccc3c(=O)n(-c4ccc(OC)cc4OC)c(=S)[nH]c3c2)CC1	5	0	0.6	1.1	1	1363	44	-0.13	0	-26	-7
Cc1oc(/N=C/c2ccc(O)cc2O)c(C#N)c1C	2	2	0.9	0.9	0.9	1615	15	-0.28	6	-8	3
CCN(CC)C(=O)C(=O)Nc1ccc(Oc2ccccc2)cc1	-3	4	1	1	0.9	1586	-2	-0.35	22	1	0
COC(=O)c1nc2nc(-c3cccs3)cc(C(F)(F)F)n2n1	2	-9	0.9	1	0.9	1388	6	1.5	0	-2	-5
Cc1ccc(N2C(=O)C3CC(c4ccccc4)=C4C5C=CC(C6C(=O)N(c7ccc(C)cc7C)C(=O)C56)C4C3C2=O)c(C)c1 (centres undefined)	-1	4	0.9	1	1	1595	12	0.84	-1	/	-8
COc1ccc(Cl)cc1NC(=O)CSc1nnc(COc2ccccc2)n1N	-2	3	0.7	0.8	0.8	1561	34	/	-27	3	15
COc1cc(-c2nn3c(C4CCCCC4)nnc3s2)cc(OC)c1OC	-3	9	0.8	0.9	0.9	1543	22	-0.17	3	/	-13
CC(C)CCn1nnnc1C(c1ccc(N(C)C)cc1)N1CCN(C(=O)c2ccco2)CC1 (centres undefined)	0	5	0.8	1	0.9	1647	20	/	0	7	6
CC(C)(C)C1CCC(OC(=O)CN2CCOCC2)CC1 (centres undefined)	9	6	0.9	1	1	1440	10	-0.34	9	/	11
c1ccc(-c2csc(N3CCN(c4ccccn4)CC3)n2)cc1	1	-1	0.9	0.9	0.9	1361	7	/	-7	-7	1
O=C(CCC1CCCN(C(=O)c2ccc3c(c2)OCO3)C1)N1CCN(c2ccccn2)CC1 (centres undefined)	7	8	1	0.9	1	1582	-4	0.77	13	5	3
CCCc1nc(S(=O)(=O)Cc2ccc(Cl)cc2Cl)n[nH]1	-2	3	0.9	1.1	1	1641	5	/	4	-5	3
Cc1c(NC(=O)COC(=O)c2cc(-c3cccc4ccccc34)nc3ccccc23)c(=O)n(-c2ccccc2)n1C	3	8	0.7	0.8	0.8	1501	33	/	-24	-6	-1
Cc1ccc(CCNC(=O)CS(=O)Cc2nc(-c3cccc(C)c3)oc2C)cc1 (centres undefined)	6	0	1	1	1.1	1605	0	/	10	-6	-7
NC(=O)CSc1nc2sc3c(c2c2ncnn12)CCCC3	5	11	0.8	0.9	0.9	1752	17	/	6	-10	1
Cc1ccc2[nH]c(=O)c(CN(Cc3nnnn3C3CCCC3)C3CCCCC3)cc2c1	7	6	0.8	1	0.9	1761	23	-0.76	5	-10	13
O=[N+]([O-])c1ccc(N2CCNCC2)cc1NCc1cccnc1	3	8	1.1	1	0.9	1460	-10	-0.57	12	3	5
CC1CCN(S(=O)(=O)c2ccc(NC(=O)CN3CCN(C)CC3)cc2)CC1	0	4	0.9	0.9	0.9	1606	14	0.39	-12	10	-7
COc1ccc(Nc2ncc3c(n2)CC(c2ccccc2)CC3=O)cc1 (centres undefined)	2	7	0.8	1	1	1578	16	0.31	2	53*	-5
CCN(CC)c1ccc(NC(=O)COc2ccccc2C)cc1S(=O)(=O)Nc1ccccc1OC	7	-3	0.8	0.6	1	1475	15	/	-14	16	2
Cc1cc(Cl)ccc1OCCCC(=O)Nc1cccnc1	6	3	0.8	1	1	1475	22	/	3	0	-4
Cc1nc(SCC(=O)Nc2cc(C)on2)c2c3c(sc2n1)CCCC3	13	12	0.9	0.9	0.9	1611	6	/	-23	13	3
Cc1c(Cl)c(C(=O)NC2C3CC4CC(C3)CC2C4)nn1C (centres undefined)	12	-4	1	1	1.1	1509	3	0.46	6	/	3
COc1cc2c(cc1NC(=O)C(C)N1CCN(S(=O)(=O)c3ccccc3[N+](=O)[O-])CC1)oc1ccccc12 (centres undefined)	2	6	1	1	1.1	1512	1	0.83	4	/	-3
Cc1ccc(-c2nnn(CC(=O)N(c3ccccc3)C(C(=O)NC(C)(C)C)c3cccs3)n2)o1 (centres undefined)	-4	3	1	1	1	1570	0	/	4	/	10
Cc1ccc(CN2CCN(Cc3ccccc3-c3ccco3)CC2CCO)o1 (centres undefined)	13	-1	0.8	0.9	0.8	1612	21	-0.16	9	-11	4

Screens deposited in PubChem BioAssay by several laboratories.
